# Cav32 inh – blocks human Cav3.2 T-type calcium channel. Cav3.2-expressing cells, Fluo-4 calcium fluorescence FDSS; stronger effect = lower value. B-score at 10 µM. actives 4% (n = 100,000);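 active = single-dose well whose peak fluorescence ratio is a statistical outlier from its plate by either plate-standardised score or position-corrected B-score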
# * marks the source's active call; other numbers are inactive results; & = joins results of further samples. These rows are one share of the data. The share of hits here may be higher or lower than overall.
Cav32 inh,Molecule
-3.5,O=C(Oc1ccccc1Cl)c1ccccc1P(=O)(O)O
0.00037,Cc1ccc2cc(C#N)c(SCC(=O)NCC3CCCO3)nc2c1 (stereo unspecified)
-0.00058,Cc1cnc(C(=O)OCC(=O)Nc2cc(Cl)cc(Cl)c2)cn1
-0.26,CC(C)C[C@H](NC(=O)c1[nH]cnc1C(=O)N[C@H](C)c1ccccc1)C(=O)OCc1ccccc1
0.8,CC(C)(C)n1ncc2c(=O)n(CC(=O)NCCc3ccccc3)cnc21
-0.37,COc1ccc(C#Cc2c(-c3ccc(OC)cc3)oc3ccc(-c4ccc(OC)cc4)cc23)cc1
-0.6,CCN(CC)CCCNC(=O)c1nn(-c2ccc(OC)cc2OC)c(=O)c2ccccc12
0.74,CCC1CCCCN1C(=O)Cn1c(=O)n(CCC(=O)NCc2ccco2)c(=O)c2sccc21 (stereo unspecified)
0.35,COc1ccccc1OCc1ccc(C(=O)NN)cc1
1.1,O=C1CC(c2ccsc2)c2cc3c(cc2N1)OCCO3 (stereo unspecified)
2,CC1=CC(=O)C(C(C)C)=C/C1=N/OC(=O)c1cccc([N+](=O)[O-])c1
-0.0012,CC1C(=O)CCCCCCCCCC2C1(N1CCOCC1)CS2(=O)=O (stereo unspecified)
0.2,COc1cccc(OCCOCCNCCO)c1
-1.3,Cc1ccc(N2C(=O)[C@@H]3[C@H](C2=O)C2CCCN2[C@@H]3C(=O)c2ccccc2)cc1 (stereo partly specified)
-0.02,COc1cc(NC(=O)c2c3c(nc4ccccc24)CCC3)cc(OC)c1
-0.51,CN=CC1=C(O)CC(C)(C)CC1=O
0.63,CC(Cl)C(=O)NNc1cccc(Cl)n1 (stereo unspecified)
0.037,CCOc1ccc2[nH]c(C)c(CN3CCN(C)CC3)c(=O)c2c1
0.2,C[C@H]1CC[C@]2(O[C@H](CCO)C[C@H](O)[C@H]2O)O1
-0.96,O=C(COc1ccccc1Cl)NC(=S)Nc1cccc(NC(=O)c2ccccc2Cl)c1
-0.79,CCOCCn1c(-c2ccc(OC)cc2)nc2ccccc21
-0.43,COC(=O)c1cc(COc2ccc3c(c2)oc(=O)c2ccccc23)c(C)o1
-0.54,COc1ccccc1OCC(=O)OCC(=O)Nc1ncc(Cl)cc1Cl
-0.093,Cc1[nH]nc2c1C1(CCC3(CC1)OCCO3)C(C#N)=C(N)O2
0.27,CCn1c(CN2CCCCCC2=O)nnc1SCc1cnc(-c2ccccc2)s1
-3.5,CCCCOC(=O)CNc1nnc(SCC(=O)OCC)[nH]c1=O
0.26,O=C(c1cc2c(ccc3ccccc32)oc1=O)N1CCN(CCO)CC1
-2.5,CCN1c2ccccc2-c2nc3ccccc3n2C1c1ccccn1 (stereo unspecified)
0.2,COCCSc1ccccc1C(=O)N1CCN(Cc2ccc3c(c2)OCO3)CC1
-0.37,Cc1ccccc1C(=O)NC1CCN(C(=O)N(c2ccccc2)c2ccccc2)CC1
1.6,CN1CCN(C(=O)c2ccc3c(c2)N(Cc2cccc(Cl)c2)C(=O)c2ccccc2S3=O)CC1 (stereo unspecified)
0.28,O=C(NCC1CCCO1)c1cc(-c2ccco2)nc2ccccc12 (stereo unspecified)
0.36,COc1cccc2c(=O)n(CC(=O)NC3CCCC3)ccc12
0.42,COc1cc(C2C(C(=O)c3ccco3)=C(O)C(=O)N2CCc2ccccc2)ccc1O (stereo unspecified)
1,CC(C)(C)NC(=O)CN1CCC(O)(c2ccc3c(c2)OCO3)CC1
0.41,CS(=O)(=O)c1cnc(-c2ccccc2)nc1Oc1ccc(F)cc1
1,CCC(N1CCOC1=O)S(=O)(=O)c1ccc(C)cc1 (stereo unspecified)
0.28,O=C(Nc1nc2c(c(=O)[nH]1)CCCC2)C1CC1
-4,COc1ccc(Oc2ncc(CN3CCN(c4ccccc4)CC3)s2)cc1
-0.68,N=c1n(CCN2CCOCC2)c2ccccc2n1Cc1ccccc1Br
0.13,CC(=O)c1cc2c(cc1N)OCO2
-1.7,Cc1cc(N2C3CCC2CC(O)(c2ccc(F)cc2)C3)nc(-c2ccccc2)n1 (stereo unspecified)
0.88,COCc1cc(C)nc(N)c1C#N
0.19,Cc1cc(C(=O)OCC(=O)NC2CCCCC2)c(C)o1
0.057,Cc1cccc(OCCCN2CCCCCC2)c1
-2.3,Cc1ccc2nc(-c3cccc(NC(=O)c4ccco4)c3)[nH]c2c1
-1.7,O=C1c2ccccc2C(=O)N1CCCSc1nc2ccccc2o1
-1.9&-2,CC(=O)OCC[N+](C)(C)C
0.12,O=c1c2ccccc2nc(/C=C/c2cccc([N+](=O)[O-])c2)n1CCCO
-1.5,Cc1ccc2cc(CN(Cc3ccco3)C(=O)C3CCCCC3)c(=O)[nH]c2c1C

# More structures
Cav32 inh,Molecule
-0.15,O=c1c(-c2nnc(SCc3ccc(Cl)c(Cl)c3)o2)cccn1Cc1ccccc1
-0.27,COC(=O)Oc1ccc(/C=N/NC(=O)CN(c2ccccc2Cl)S(C)(=O)=O)cc1OC
-2.3,OC(CN1CCN(c2cccc(C(F)(F)F)c2)CC1)c1c[nH]c2ccccc12 (stereo unspecified)
0.92,CCN1C(=O)CC(N2CCC(Nc3ccc(F)cc3)CC2)C1=O (stereo unspecified)
-0.043,COc1ccccc1-c1cc(C(F)(F)F)nc(N2CCCC2)n1
0.07,CCNc1nc(C)cc(COC)c1C#N
-0.53,Nc1c(-c2ccc(F)cc2)cnn1C1CCS(=O)(=O)C1 (stereo unspecified)
0.15,CCC1(C)Cc2c(sc3c2c(=O)n(C)c2nnc(SCc4ccc5c(c4)OCO5)n32)CO1 (stereo unspecified)
0.57,Cc1ccc(C(=O)N/C(=C\c2ccco2)C(=O)NCC2CCCO2)cc1C (stereo unspecified)
0.017,O=C(O)c1cc(-c2ccco2)[nH]n1

# 17 neighbouring records from above, for reference:
Cav32 inh,Molecule
0.19,Cc1cc(C(=O)OCC(=O)NC2CCCCC2)c(C)o1
0.057,Cc1cccc(OCCCN2CCCCCC2)c1
-2.3,Cc1ccc2nc(-c3cccc(NC(=O)c4ccco4)c3)[nH]c2c1
-1.7,O=C1c2ccccc2C(=O)N1CCCSc1nc2ccccc2o1
-1.9&-2,CC(=O)OCC[N+](C)(C)C
0.12,O=c1c2ccccc2nc(/C=C/c2cccc([N+](=O)[O-])c2)n1CCCO
-1.5,Cc1ccc2cc(CN(Cc3ccco3)C(=O)C3CCCCC3)c(=O)[nH]c2c1C
-0.15,O=c1c(-c2nnc(SCc3ccc(Cl)c(Cl)c3)o2)cccn1Cc1ccccc1
-0.27,COC(=O)Oc1ccc(/C=N/NC(=O)CN(c2ccccc2Cl)S(C)(=O)=O)cc1OC
-2.3,OC(CN1CCN(c2cccc(C(F)(F)F)c2)CC1)c1c[nH]c2ccccc12 (stereo unspecified)
0.92,CCN1C(=O)CC(N2CCC(Nc3ccc(F)cc3)CC2)C1=O (stereo unspecified)
-0.043,COc1ccccc1-c1cc(C(F)(F)F)nc(N2CCCC2)n1
0.07,CCNc1nc(C)cc(COC)c1C#N
-0.53,Nc1c(-c2ccc(F)cc2)cnn1C1CCS(=O)(=O)C1 (stereo unspecified)
0.15,CCC1(C)Cc2c(sc3c2c(=O)n(C)c2nnc(SCc4ccc5c(c4)OCO5)n32)CO1 (stereo unspecified)
0.57,Cc1ccc(C(=O)N/C(=C\c2ccco2)C(=O)NCC2CCCO2)cc1C (stereo unspecified)
0.017,O=C(O)c1cc(-c2ccco2)[nH]n1

# Continuation.
Cav32 inh,Molecule
0.35,COc1ccc(NC(=O)C2CCCN(S(=O)(=O)c3cccnc3)C2)c(OC)c1 (stereo unspecified)
1.6,CCC(c1nnnn1C(C)(C)CC)N(CCCN1CCOCC1)Cc1cc2cccc(C)c2[nH]c1=O (stereo unspecified)
-2.2,CS(=O)(=O)N(CC(=O)N1CCN(c2ccccc2)CC1)Cc1ccc(Cl)cc1
-2,O=c1c2ccccc2nc(-c2cccc(Cl)c2)n1O
1.2,CCOC(=O)C1CCN(C(=O)/C=C/c2ccc(OC)cc2)CC1
-1.8,COc1ccc(/C=C2/C(=O)N(CC3CCCO3)C(=S)N2C)c(OC)c1 (stereo unspecified)
0.41,CCOC(=O)CSc1nc(N)c(C#N)c(-c2cccs2)c1C#N
-1.5,CCOC(=O)C(Cc1cc(C(C)=O)ccc1OCC)C(=O)OCC
-1.3,COc1cc(C2CC(=O)Oc3c(C(CCN4CCOCC4)c4ccc(N(C)C)cc4)c(OC)cc(OC)c32)cc(OC)c1OC (stereo unspecified)
-0.14,Cn1c(C(=O)OCC(=O)NCCc2ccccc2)cc2sccc21
0.42,COc1ccc(C(=O)N(CCCO)Cc2cc3c(C)ccc(C)c3[nH]c2=O)cc1OC
0.83,COc1ccc(OC)c(CCNC(=O)C2CCN(c3nnc(-n4cccc4)s3)CC2)c1
0.58,Nc1ncnc2nc(Sc3ccc(Cl)cc3)[nH]c12
1.2,Cc1occc1C(=O)NCc1cccc(CNC(=O)c2ccoc2C)c1
-0.09,COc1ccccc1-n1cnnc1SCC(=O)N1CC(=O)Nc2ccccc21
-0.085,Cc1cc2ccccc2n1CCNC(=O)c1ccc(S(=O)(=O)N2CCCCC2)cc1
0.018,CCC(C)(C)NC(=O)Cc1ccc(C)cc1
-1.2,Cc1ccc(C(=O)CSc2nc(C)cc(SCc3nnc(-c4ccccc4)o3)n2)cc1
-4.4*,COc1cc(C)c(C(=O)Oc2cc(C)c(C(=O)O)c(O)c2C)c(OC)c1C
1.2,CC(C)(C#N)N([O-])C=C[N+](=O)C(C)(C)C#N
0.3,CCO[C@H]1OC(C(=O)O)=C[C@@H](C2CC2)[C@@H]1CCCO
0.016,Nc1cccc(S(=O)(=O)NC2=NCCC2)c1
0.2,COC(=O)c1c(NC(=O)CN2CCC(C)CC2)c2c(C)cccc2n1C
0.51,CN1/C(=C\C(=O)COC(=O)CN2C(=O)C3CC=CCC3C2=O)C(C)(C)c2ccccc21 (stereo unspecified)
0.46,CCOc1ccc(NC(=O)c2ccccc2NS(C)(=O)=O)cc1
-0.37,CC1=CCC2C(=O)N(C(C)c3ccccc3)C(=O)C2C1 (stereo unspecified)
-0.68,O=C(Cc1ccccc1)N1CCCC(c2nc(-c3ccc(S(=O)(=O)N4CCCC4)cc3)no2)C1 (stereo unspecified)
-3.1,O=C(CCCSc1nc2ccccc2[nH]1)N1CCN(c2ccc([N+](=O)[O-])cc2)CC1
-0.23,CCN(CC(=O)NC1CCS(=O)(=O)C1)c1ccc(S(C)(=O)=O)cc1[N+](=O)[O-] (stereo unspecified)
-1.8,CCSc1cnc(-c2ccccc2)n1CC
0.76,Cc1cc(C(=O)NCCCN2CCCC2=O)cs1
-1,O=S(=O)(c1cccc(-c2cn3cccnc3n2)c1)N1CCOCC1
0.72,O=[N+]([O-])c1ccc(NCCCN2CCOCC2)c(Cl)c1
-5.2*,O=C(Nc1ccc2c(c1)OCO2)C1CCN(Cc2cnn(-c3ccccc3)c2-n2cccc2)CC1
-5.6*,CCN(Cc1ccccc1)S(=O)(=O)c1ccc(C(=O)Nc2nnc(C3CC3)o2)cc1
-3.5,Cc1cccc(N(CC(=O)NC2CCCCC2)C(=O)c2ccc(C)s2)c1
0.9,O=C(Cn1nc(-c2ccc(Cl)cc2)ccc1=O)NCC1CCCO1 (stereo unspecified)
-0.27,Cc1ccc(OC(=O)c2cccc(C(=O)Oc3ccc(C)cc3)n2)cc1
1.2,CC(Sc1nc(-c2ccccc2)nc2c1COC(C)(C)C2)C(=O)N1CCOCC1 (stereo unspecified)
-0.43,COc1cc2[nH]c(=O)n(CCCCCC(=O)NCCCN3CCCC3=O)c(=O)c2cc1OC
-1.8,COc1cccc(-c2noc(C(C)n3nc(C)c([N+](=O)[O-])c3C)n2)c1 (stereo unspecified)
-0.089,O=C(COc1ccccc1)N1CCN(S(=O)(=O)c2cccs2)CC1
0.042,CCOC(=O)CSc1nc2ccccc2n2cnnc12
0.31,O=C(C1CC1c1ccccc1)N1CCOCC1 (stereo unspecified)
-1.6,COc1ccccc1CNC(=O)c1ccc(NS(=O)(=O)c2c(C)noc2C)cc1
-0.053,CCC(C)NCc1ccc(C(=O)OC)o1 (stereo unspecified)
0.33,CCC(=O)c1ccc(N2CCN(C(=O)Cc3ccccc3)CC2)c(F)c1
-0.32,COc1ccc2c(Cl)c(-c3nnc(SCC(=O)c4ccccc4)n3C)sc2c1
0.19,CCO[C@@H]1OC(C(=O)O)=C[C@H](c2ccc(Br)cc2)[C@H]1CCCO
0.18,CCCS(=O)(=O)N1CCN(c2ccccn2)CC1

# (more compounds)
Cav32 inh,Molecule
0.26,O=C(Nc1ccc(-c2nc3ccc(NC(=O)c4cccs4)cc3[nH]2)cc1)c1cccs1
-5.9*,O=C(CCC1COc2ccccc2O1)Nc1ccc(Cl)cn1 (stereo unspecified)
-0.026,CCn1c(=O)c(C(=O)NCc2cccnc2)c(O)c2ccccc21
-0.81,COc1ccc(/C=N/c2c(-c3ccco3)nc3ccccn23)cc1OC
-0.0097,CC(C)=CC1C=C(C)C(C)C2C(=O)NNC(=O)C12 (stereo unspecified)
-2.2,Cc1cc(=O)[nH]c(SCc2nc3ccccc3n2Cc2ccccc2)n1
0.7,COc1ccc(CCNC(=O)CSc2nnc(Cn3c(=O)sc4ccccc43)n2C)cc1OC
-0.32,Cc1ccc2cc(C3C(C#N)=C(N)Oc4c3ccc3cccnc43)c(=O)[nH]c2c1 (stereo unspecified)
0.32,C/C(=C\C(=O)C(F)(F)F)Nc1ccc(C(F)(F)F)cc1
-0.061,CSCCC(Nc1nc2ccccc2s1)C(=O)O (stereo unspecified)
-1.3,Cc1ccccc1Nc1c(N)c(=O)oc2ccccc12
1,Cc1cc(C)nc(NS(=O)(=O)c2ccc(-n3cccc3)cc2)n1
0.014,Cc1ccc(O)c(C(=O)c2cnc3c(c2)CN(CCC(C)C)C(=O)N3)c1
-3.1,Cc1cccc2c1N(CCCOc1ccccc1)C(=O)C2=O
0.37,CCCCOC(=O)C1[C@H]2C(=O)N(CCc3ccccc3)C[C@]23C=C[C@H]1O3 (stereo partly specified)
0.29,O=C(O)C1C2C=CC(O2)C1C(=O)NCCC1=CCCCC1 (stereo unspecified)
0.0056,c1ccc(-c2csc(Nc3nc(N4CCOCC4)nc(N4CCOCC4)n3)n2)cc1
0.54&0.15,CCSc1nc2ccccc2[nH]1
